MT1-MMP act inh: blockers of MT1-MMP proenzyme processing, primary screen, HT1080 RFP-PRO-GFP cells, GFP/RFP fluorescence. Matrix metalloproteinase-14 (Homo sapiens), P50281. GFP/RFP ratio fluorescence, overnight; percent of plate control window, DMSO zero. GFP/RFP ratio change, % at 20 µM. 360,000 compounds, 0.061% hits. AID 651647, 2012;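 active = GFP/RFP ratio change of at least 30% with cell ATP level not reduced by more than half and red fluorescence within 50% of control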; also: strong numbers were not always called active
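Assay system: RFP-PRO-GFP reporter HT1080 cells; read-out basis: GFP/RFP fluorescence ratio; benchmarks: DMSO wells and RFP-L50D-GFP cells; doses: 20 µM single dose, 1% DMSO; schedule: overnight cell settling, then overnight compound exposure, 37 °C, 5% CO2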
E coli Lon inh: inhibitors of E. coli Lon protease, primary screen, biochemical, fluorescence polarization. P0A9M0. purified E. coli Lon protease. inhibition, % at 7.94 µM. 360,000 compounds, 0.42% hits. AID 602123, 2011; in the data active = inhibition above about 13%, passing the limit was not always enough;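 also: 0% = enzyme with probe and DMSO and 100% = no enzyme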
CSN deneddyl inh: inhibitors of CSN-mediated cullin deneddylation, primary screen, biochemical, fluorescence polarization, uHTS. inhibition, % at 12.5 µM. COP9 signalosome complex subunit 5 (Homo sapiens), Q92905. Purified CSN, SCF-Nedd8-OG deneddylation. 360,000 compounds, 0.38% hits;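 active = pattern-corrected inhibition above about 35%, with an unprinted fluorescence ratio check between 0.5 and 1.5, limit read from the data, passing the limit was not always enough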;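 also: 0% = enzyme with substrate and 100% = substrate without enzyme; some results filed as inactive read as strong as hits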
Target sequence (Q92905 whole entry, looked up, one chain of several): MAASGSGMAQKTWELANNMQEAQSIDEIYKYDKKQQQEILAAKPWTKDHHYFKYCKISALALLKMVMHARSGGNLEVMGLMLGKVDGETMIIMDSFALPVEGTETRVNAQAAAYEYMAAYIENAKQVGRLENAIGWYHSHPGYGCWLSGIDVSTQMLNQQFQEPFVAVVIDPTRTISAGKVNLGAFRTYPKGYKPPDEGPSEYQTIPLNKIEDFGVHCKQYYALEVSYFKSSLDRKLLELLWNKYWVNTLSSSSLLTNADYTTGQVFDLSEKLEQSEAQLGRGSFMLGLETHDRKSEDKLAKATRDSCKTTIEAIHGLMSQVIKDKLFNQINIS
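Material: purified human Csn5 enzyme expressed in HEK293T cells / Medium: Tris buffer pH 7.5, NaCl, DTT, Tween-20, trehalose, ovalbumin / Compound dosing: 12.5 µM single point / Schedule: 90 min incubation of compound, enzyme and substrate at room temperature / Signal: fluorescence polarization of the substrate / Control set: no-enzyme wells high, enzyme-with-substrate wells low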
MsrA inh: bovine MsrA enzyme inhibitors, primary screen, biochemical, absorbance, HTS | inhibition, % at 15.5 µM | Methionine sulfoxide reductase A (Bos taurus) | 360,000 compounds, 0.75% hits | purified bovine MsrA, absorbance read-out; in the data active = inhibition above about 4.5%;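 also: 0% = vehicle wells with enzyme and 100% = reference inhibitor wells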
FAS TE block: FAS thioesterase domain inhibitors, primary screen, biochemical, fluorescence intensity, uHTS. inhibition, % at 15 µM. recombinant FAS-TE, OMFH fluorogenic substrate, fluorescence endpoint. Fatty acid synthase (Homo sapiens), P49327. 360,000 compounds, 0.67% hits. AID 602261, 2012;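 active = compounds whose normalised, plate-corrected inhibition of enzyme fluorescence in the single-dose primary screen is 50% or more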;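 also: 0% = DMSO with enzyme and 100% = substrate without enzyme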
MsrA act: bovine MsrA enzyme activators, primary screen, biochemical, absorbance, HTS. purified bovine MsrA, absorbance read-out. activation, % at 10.6 µM. 360,000 compounds, 0.3% hits; in the data active = activation above about 7.5%;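 also: 0% = vehicle and 100% = reference activator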
Rpn11 block: Rpn11 (PSMD14) deubiquitinase inhibitors, primary screen, biochemical, fluorescence polarization, uHTS | AID 588493, 2011 | human 26S proteasome, Ub4-pepOG fluorescence polarization; 20S core pre-blocked with epoxomicin | 360,000 compounds, 0.59% hits | calls only at 20 µM | 26S proteasome non-ATPase regulatory subunit 14 (Homo sapiens), O00487;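 active = inhibition at 20 µM, scaled to each plate's controls, above about 33%, limit read from the data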
Rin1-Abl PPI inh: inhibitors of Rin1-Abl protein binding, primary screen, biochemical, TR-FRET. AID 588664, 2011. inhibition, % at 7.35 µM. 360,000 compounds, 0.4% hits. Tyrosine-protein kinase ABL1 (Homo sapiens) + Ras and Rab interactor 1 (Homo sapiens), …; in the data active = inhibition above about 5%, passing the limit was not always enough
PABP1 MLLE inh: inhibitors of PABP1 MLLE–PAM2 peptide binding, primary screen, biochemical, fluorescence polarization, FITC-PAM2, GST-MLLE | Polyadenylate-binding protein 1 (Homo sapiens), P11940 | inhibition, % at 20 µM | 360,000 compounds, 0.36% hits | AID 588489, 2011; in the data active = inhibition above about 35%, passing the limit was not always enough;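 also: plate controls were DMSO wells with GST-MLLE for no effect and wells lacking GST-MLLE protein for full effect; some results filed as inactive read as strong as hits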
Target sequence (P11940 whole entry, looked up): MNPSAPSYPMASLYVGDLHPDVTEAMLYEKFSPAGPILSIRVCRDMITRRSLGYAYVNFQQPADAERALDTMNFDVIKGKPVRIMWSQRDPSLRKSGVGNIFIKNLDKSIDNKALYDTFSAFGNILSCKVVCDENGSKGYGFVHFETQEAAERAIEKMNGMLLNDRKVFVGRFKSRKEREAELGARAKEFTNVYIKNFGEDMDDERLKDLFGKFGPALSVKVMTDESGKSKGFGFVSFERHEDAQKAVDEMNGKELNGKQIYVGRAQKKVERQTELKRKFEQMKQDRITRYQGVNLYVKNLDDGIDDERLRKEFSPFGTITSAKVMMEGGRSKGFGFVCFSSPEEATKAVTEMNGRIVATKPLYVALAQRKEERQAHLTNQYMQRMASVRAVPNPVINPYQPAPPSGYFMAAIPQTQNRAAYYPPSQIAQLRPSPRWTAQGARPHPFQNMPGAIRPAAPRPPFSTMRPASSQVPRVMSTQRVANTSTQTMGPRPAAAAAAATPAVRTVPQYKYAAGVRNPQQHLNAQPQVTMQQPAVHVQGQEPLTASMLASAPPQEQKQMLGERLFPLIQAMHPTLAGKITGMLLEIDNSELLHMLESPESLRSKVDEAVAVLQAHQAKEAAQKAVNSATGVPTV
* hit, by the source's call; i = inactive; . = not tested or not shown.

mol,MT1-MMP act inh,E coli Lon inh,CSN deneddyl inh,MsrA inh,FAS TE block,MsrA act,Rpn11 block,Rin1-Abl PPI inh,PABP1 MLLE inh
O=C1CSC(c2cccc(F)c2)N1c1ccccc1F (configuration not stated),-0.9,-3.4,4.5,-1.3,-4.6,-4.0,i,-0.7,8.9
Cc1cc(C)c(S(=O)(=O)Nc2cccnc2)c(C)c1,0.7,-6.5,-3.3,1.0,-4.6,-5.0,i,-5.0,5.4
C=CCOc1ccc2c(c1)CCC1C2CCC2(C)C(O)C(O)CC12 (configuration not stated),4.6,-2.1,-0.5,0.8,3.7,-1.5,i,3.4,6.2
CCOc1ccc2nc(NC(=O)C(NS(=O)(=O)c3cccc4nsnc34)C(C)C)sc2c1 (configuration not stated),-13.0,5.7,-1.7,1.2,9.7,-1.4,i,2.4,5.8
Cc1nn(CC#N)c(=O)n1-c1ccccc1,-3.5,-7.2,-0.6,0.2,0.0,0.2,i,-1.1,7.6
CCCS(=O)(=O)c1nc(S(=O)(=O)c2ccc(C)cc2)c(NCc2ccco2)s1,-5.4,4.8,-2.7,0.3,17.6,-2.5,i,-3.1,1.8
COc1cccc(-n2cnc3scc(-c4cccs4)c3c2=O)c1,-6.6,6.2,-1.9,-1.2,15.6,-3.4,i,-2.8,6.4
CCCC[C@@H]1CN=C(N)N1CC(C)(C)C,4.3,-5.2,-4.7,-0.9,-12.8,-1.4,i,1.6,7.0
COc1ccc(CCN2C(=O)c3[nH]nc(-c4ccccc4O)c3C2c2ccc(C)cc2)cc1OC (configuration not stated),-0.3,3.8,2.7,2.0,-133.8,-11.3,i,-0.5,-11.0
Cc1nn(C2CCS(=O)(=O)C2)c2nc(C3CC3)cc(C(=O)Nc3cccc(C#N)c3)c12 (configuration not stated),-5.0,-5.8,4.0,-0.4,7.9,1.1,i,0.3,-0.6
CCCCN(C)C1=CC2=CC(=C(C#N)C#N)CCC2CC1 (configuration not stated),-62.0,i,-75.2,-2.4,-171.7,-0.9,.,-63.1,i
COc1ccc(CNC(=O)C[C@H]2C[C@H](C(=O)N3CCOCC3)[C@@]3(C)c4[nH]c5ccc(Cl)cc5c4CCN3C2=O)cc1OC,-2.3,-1.1,2.3,-0.3,-6.2,-0.7,i,2.8,0.0
CC(=O)c1cccc2c1OC(C)C(=O)N2Cc1ccc(Cl)cc1 (configuration not stated),-0.5,-2.4,-0.1,-0.6,57.4*,-4.3,i,0.3,5.2
N#C/C(=C\Nc1ccc(Cl)cn1)S(=O)(=O)c1ccccn1,3.0,-5.8,-2.8,1.1,-3.0,-0.4,i,1.5,-4.9
CCCCCOC(=O)c1ccc(OC(=O)c2cncc(Br)c2)cc1,-5.3,-4.0,3.0,1.0,11.2,-1.2,i,2.8,6.8
CC[C@]12c3[nH]c4ccccc4c3CCN1C(=O)C(CC(=O)NCCC1=CCCCC1)C[C@@H]2C(=O)N1CCN(C(=O)c2ccco2)CC1 (some centres not stated),1.6,8.3,-2.1,-0.9,12.8,5.7,i,-2.8,6.3
Cn1c(=O)c([N+](=O)[O-])c(NCCCn2ccnc2)c2ccccc21,2.5,-1.0,2.5,0.0,-0.7,2.4,i,0.0,-6.4
C/C(=N/NC(=O)CNc1ccc(C)cc1)c1ccc(Cl)cc1,-2.3,-0.3,1.9,1.6,6.0,-3.1,i,-1.9,-2.0
Cc1ccc(S(=O)(=O)Nn2cnnc2)cc1,2.7,-0.2,1.4,-1.0,-3.8,-2.4,i,-1.7,12.2
CC1CCCCC12NC(=O)N(CC(=O)N(C)Cc1nc3ccccc3c(=O)[nH]1)C2=O (configuration not stated),2.3,-5.3,1.9,0.0,-5.7,-5.5,i,3.3,-4.1
Cc1nn(C)c(C)c1CNC(=O)c1cc2n(n1)C(C(F)(F)F)CC(c1cccs1)N2 (configuration not stated),-3.9,-12.2,1.5,-0.9,-6.3,-1.9,i,-0.8,-14.6
Cc1ccc(CNC(=O)CCS(=O)(=O)c2ccc(C)cc2)cc1,-4.9,-5.3,-0.9,-0.4,-2.9,-4.5,i,-1.3,5.3
COc1ccc(C(=O)NNC(=O)C(=O)N2CCCCC2)cc1OC,-1.9,-10.8,4.1,1.5,-0.8,-1.7,i,-5.4,-6.4
CCOc1ccc(S(=O)(=O)c2c(C(=O)c3ccc(C)cc3)cnc3cc4c(cc23)OCCO4)cc1,-1.6,-2.4,-13.8,2.0,40.6,-4.5,i,-0.7,-0.6
O=C(COC(=O)COc1ccc(Cl)cc1)NCCNC(=O)COC(=O)COc1ccc(Cl)cc1,3.2,-1.3,-3.2,-1.2,-7.7,-1.2,i,3.6,-10.9
O=C(CSC1=NCCS1)NC(NC(=O)CSC1=NCCS1)c1ccccc1,2.3,-3.1,-14.8,1.9,0.1,-8.4,i,-0.4,20.7
O=C(Nc1ccccc1)O/N=C/c1ccccc1Cl,5.7,1.7,1.2,.,6.8,-2.7,i,-3.3,-3.8
CCCc1cc(=O)n2nc(N3CCC(C(=O)NCc4ccco4)CC3)sc2n1,4.0,-7.7,5.2,0.2,-3.3,-2.0,i,0.1,-1.9
O=C(NCc1ccccc1)c1cc2ccccc2oc1=O,-0.9,-4.3,-3.2,1.9,-2.8,-3.5,i,0.0,6.5
O=C1NC(Cc2ccccc2)c2nc3cc(F)ccc3c(=O)n2-c2cc3ccccc3cc21 (configuration not stated),-12.6,-1.4,2.3,2.6,91.5*,-3.3,i,-1.4,-9.2

Additional compounds:
mol,MT1-MMP act inh,E coli Lon inh,CSN deneddyl inh,MsrA inh,FAS TE block,MsrA act,Rpn11 block,Rin1-Abl PPI inh,PABP1 MLLE inh
Cc1ccc(NC(=O)C(C)OC(=O)Cn2[nH]c(=O)c3ccccc3c2=O)cc1 (configuration not stated),3.3,6.4,3.1,-0.2,-4.1,-1.7,i,-0.8,-4.9
O=C(COc1ccc2ccccc2c1)N1CCN(C(=O)c2cccs2)CC1,4.3,3.4,-2.6,-0.5,-0.5,1.6,i,2.7,7.2
CC(C)c1nc2oc3c(N4CCN(C)CC4)ncnc3c2c2c1CCC2,-4.8,4.3,1.6,0.0,-3.7,1.0,i,0.5,-4.8
CCCCc1c(-c2ccccc2)ncn1CCc1ccccc1OC,-6.2,2.0,0.0,-0.2,16.9,-1.8,.,.,.
O=C(COC(=O)c1nc(Cl)ccc1Cl)NNC(=O)c1ccccc1,1.3,-2.9,-5.1,0.1,-12.4,-2.4,i,-2.5,6.8
OCCN1CCN(c2ncnc3c2ncn3[C@H]2CN(Cc3ccncc3)C[C@@H](CO)O2)CC1,-0.9,-6.2,4.5,-0.2,-4.4,-6.3,i,3.2,-1.4
Cc1cc(OCC(=O)Nc2ccncc2)cc(C)c1Cl,8.5,-11.5,3.6,-1.1,5.0,-0.9,i,-0.6,-0.2
COc1ccccc1CC(=O)Nc1ccc2c(C)cc(=O)oc2c1,-0.7,-3.0,1.8,3.6,-1.6,-3.6,i,-3.1,15.8
CCOC(=O)CSc1nnc(NCC(=O)OC(C)C)c(=O)[nH]1,1.9,-16.8,1.9,0.5,36.9,-0.8,i,-3.0,33.8
O=C1C2C3C=CC(C3)C2C(=O)N1CNc1ccccc1 (configuration not stated),2.1,-0.6,-5.3,1.8,-7.4,-4.2,i,2.3,-7.5
COc1ccc(-n2nnnc2SCC(=O)Nc2cccc(C)n2)cc1OC,4.1,-6.4,-0.8,-0.6,-10.7,-12.2,i,4.9,-6.2
CCN(C(=O)CSc1nccc(=O)[nH]1)c1cccc2ccccc12,3.0,-6.9,1.6,0.1,-5.0,-2.4,i,0.7,3.9
O=C(c1ccc(N2CCCC2)c([N+](=O)[O-])c1)N1CCN(c2ccccn2)CC1,2.4,-1.5,4.3,0.5,-6.5,-1.6,i,-1.4,0.8
CN(Cc1ccco1)S(=O)(=O)c1nnc(NC(=O)c2ccc(F)cc2)s1,-2.9,-12.9,3.4,1.8,-3.1,-4.3,i,-2.3,-8.0
Cc1ccc(C(C)C)c(Oc2nnnn2-c2ccccc2)c1,0.7,-9.5,3.5,-0.6,19.6,-9.3,i,1.7,8.7
O=[N+]([O-])c1cc2ccccc2nc1-c1ccccc1,2.3,-9.2,-0.2,1.3,11.2,-1.3,i,2.3,10.4
CNC[C@H]1Oc2cc(Br)ccc2S(=O)(=O)N([C@@H](C)CO)C[C@H]1C,2.3,-12.2,1.5,-0.6,-5.1,-2.6,i,2.7,-3.4
Cc1ccc(NC(=O)CSc2ncccn2)cc1F,1.3,7.0,-2.9,-0.7,-2.5,-7.4,i,-0.1,-39.0
O=C(NCc1ccncc1)C(=O)NCC(c1ccco1)N1CCN(c2ccccc2F)CC1 (configuration not stated),-2.2,-4.6,6.1,-0.7,-6.2,-4.8,i,5.4,3.2
Cc1c(C)n(-c2ccccc2)c2ncnc(NCCN(C)C)c12,2.3,-9.1,1.0,0.1,-4.4,-2.8,i,-2.8,3.1

Structures listed so far that have bromine, in the order listed:
mol,MT1-MMP act inh,E coli Lon inh,CSN deneddyl inh,MsrA inh,FAS TE block,MsrA act,Rpn11 block,Rin1-Abl PPI inh,PABP1 MLLE inh
CCCCCOC(=O)c1ccc(OC(=O)c2cncc(Br)c2)cc1,-5.3,-4.0,3.0,1.0,11.2,-1.2,i,2.8,6.8
CNC[C@H]1Oc2cc(Br)ccc2S(=O)(=O)N([C@@H](C)CO)C[C@H]1C,2.3,-12.2,1.5,-0.6,-5.1,-2.6,i,2.7,-3.4

High-throughput results from PubChem BioAssay.
